Bioassay records (PubChem BioAssay)
Hck Nef HTS = inhibitors of Nef-activated human Hck kinase, primary screen, biochemical, Z-Lyte FRET, 384-well, Hck-YEEI; inhibition, % at 20 µM; 220,000 tested, 0.68% active; Recombinant Hck-YEEI plus Nef, Z-Lyte FRET kinase assay;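 active = Hck-Nef kinase inhibition above about 50%, limit read from the data; inactive = inhibition below that limit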;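 also: 0% = DMSO with Hck plus Nef and 100% = Hck alone without Nef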
Target sequence (P08631 whole entry, looked up): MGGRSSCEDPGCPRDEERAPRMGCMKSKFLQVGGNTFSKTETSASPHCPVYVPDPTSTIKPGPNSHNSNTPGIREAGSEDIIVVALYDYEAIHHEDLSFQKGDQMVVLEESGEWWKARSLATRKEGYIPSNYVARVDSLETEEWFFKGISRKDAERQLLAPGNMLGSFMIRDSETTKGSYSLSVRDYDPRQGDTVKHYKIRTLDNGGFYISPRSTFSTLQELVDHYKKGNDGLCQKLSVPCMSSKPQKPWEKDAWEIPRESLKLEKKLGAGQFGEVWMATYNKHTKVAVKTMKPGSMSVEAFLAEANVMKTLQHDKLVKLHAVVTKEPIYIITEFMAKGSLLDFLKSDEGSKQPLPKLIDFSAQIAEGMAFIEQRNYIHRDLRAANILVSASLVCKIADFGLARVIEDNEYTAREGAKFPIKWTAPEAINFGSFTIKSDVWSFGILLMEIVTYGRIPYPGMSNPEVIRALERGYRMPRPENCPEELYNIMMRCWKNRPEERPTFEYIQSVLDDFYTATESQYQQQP
TbHK1 inh = Trypanosoma brucei hexokinase 1 inhibitors, primary screen, biochemical, G6PDH-coupled NADH absorbance, MLSCN library | AID 1430, 2008 | 220,000 tested, 0.11% active | inhibition, % at 10 µM | recombinant TbHK1, G6PDH-coupled NADH A340;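 active = inhibition of 50% or more in the single-dose primary screen; inactive = inhibition below 50%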
EP2 mod = EP2 receptor modulators, cAMP readout, primary screen, cell-based, HTRF cAMP, PGE2 stimulation. Prostaglandin E2 receptor EP2 subtype (Homo sapiens), P43116. EP2-expressing cells, cAMP HTRF FRET, PGE2 co-stimulation. induction, % at 25 µM. 260,000 tested, 0.83% active. AID 940, 2007;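 active = compounds whose cAMP rise, as percent of the full-agonist control response, exceeds 60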;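 also: rat C6 glioma line stably carrying human EP2 under a CMV promoter; the protocol text gives 20 µM as final concentration; 100% = response of wells given 1 µM PGE2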
Target sequence (P43116 whole entry, looked up): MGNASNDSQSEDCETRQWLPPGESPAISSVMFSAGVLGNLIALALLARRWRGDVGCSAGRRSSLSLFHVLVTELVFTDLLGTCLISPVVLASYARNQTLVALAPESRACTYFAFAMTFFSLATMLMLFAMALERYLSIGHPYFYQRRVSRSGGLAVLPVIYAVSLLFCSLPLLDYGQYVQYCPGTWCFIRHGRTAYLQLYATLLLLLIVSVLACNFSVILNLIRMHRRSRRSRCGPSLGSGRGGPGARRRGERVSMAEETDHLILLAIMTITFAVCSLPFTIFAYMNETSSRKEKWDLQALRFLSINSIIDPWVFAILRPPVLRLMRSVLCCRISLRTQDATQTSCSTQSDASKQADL
L929 necroptosis = inhibitors of zVAD-triggered necroptosis, primary screen, L929 cells. L929 zVAD necroptosis rescue, ATP luminescence, 24 h; with zVAD 60 µM. viability rescue, % at 10 µM. 220,000 tested, 0.38% active;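 active = activation, scaled between plate controls, above about 75%, limit read from the data; inactive = activation under that limit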;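 also: 0% = zVAD with DMSO and 100% = DMSO alone without zVAD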
Rad51 HR inh = human RAD51 strand exchange inhibitors, primary screen, biochemical, fluorescence | hRad51 DNA strand exchange, fluorescence dequenching | 200,000 tested, 0.085% active | inhibition, % at 10 µM | DNA repair protein RAD51 homolog 1 (Homo sapiens), Q06609;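 active = inhibition above 40% at the single screening dose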;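 also: 0% = DMSO control wells and 100% = blanks with heterologous ssDNA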
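Material: Human Rad51 nucleoprotein filaments preassembled on unlabelled ssDNA | Also added: Labelled 47-mer dsDNA for strand exchange | Dosing: Single dose, 10 µM final compound | Schedule: 30-min compound preincubation and 15-min exchange, both room temperature | Technique: Fluorescence dequenching at 485/520 nm | Measure: Percent inhibition relative to plate controls and blanks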
PGE2 EP2 inh = human EP2 receptor antagonists, primary screen, TR-FRET cAMP, C6 glioma cells. C6 glioma cells expressing human EP2; cells stimulated with saturating PGE2. AID 1422, 2008. inhibition, % at 25 µM. 260,000 tested, 0.52% active;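 active = percent inhibition above 40 after rounding to a whole number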;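 also: rat C6 glioma host cells with rolipram phosphodiesterase inhibitor present; the protocol text gives 20 µM as final concentration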
m-calpain inh = inhibitors of pig calpain II, primary screen, biochemical, fluorogenic peptide substrate, 1536-well; inhibition, % at 16 µM; 220,000 tested, 0.37% active; purified calpain II, 30 min; AID 1236, 2008;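 active = inhibition above about 50%, limit read from the data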
eIF4E-4G inh = eIF4E–eIF4G protein interaction inhibitors, primary screen, biochemical, uHTS, TR-FRET, eIF4GI fragment. Eukaryotic translation initiation factor 4E (Mus musculus) + Eukaryotic translation …. TR-FRET eIF4E-eIF4GI(517-606) binding, 2 h. inhibition, % at 21.7 µM. 220,000 tested, 0.37% active. AID 782, 2007;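 active = inhibition above about 30%, limit read from the data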;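 also: 0% = full FRET control wells and 100% = background wells lacking eIF4GI fragment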
14-3-3 Bad inh = inhibitors of 14-3-3 zeta/Bad binding, primary screen, biochemical, TR-FRET, bovine 14-3-3 zeta. TR-FRET 14-3-3zeta/Dy647-pBad peptide displacement, 1 h. AID 781, 2007. inhibition, % at 21.7 µM. 220,000 tested, 0.71% active. 14-3-3 protein zeta/delta (Bos taurus), P63103;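 active = inhibition above about 70%, limit read from the data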;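 also: 0% = full 14-3-3 plus peptide FRET controls and 100% = background without 14-3-3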
Active calls of the source: *; . = not tested or not shown; & = joins results of further samples; [ ] = remark or other dose. Not all compounds are listed. The share of hits here may be higher or lower than overall.

SMILES | Hck Nef HTS | TbHK1 inh | EP2 mod | L929 necroptosis | Rad51 HR inh | PGE2 EP2 inh | m-calpain inh | eIF4E-4G inh | 14-3-3 Bad inh
CC(=O)c1cccc(NC(=O)C2CCCN2S(=O)(=O)c2cccc3nsnc23)c1 (stereo not given) | 0 | -13 | -4 | 0.1 | -4 | 12 | -6 | -1 | -4
Cc1ccc(-n2c(-c3ccccc3)c[n+]3c2CCc2ccccc2-3)c(C)c1 | 26 | 7 | -61 | -1.8 | 16 | 11 | 0 | -1 | -14
O=C(N/N=C/c1ccco1)C12CC3CC(CC(C3)C1)C2 | 7 | -15 | 0 | 2.2 | . | 4 | -18 | 0 | 1
CC(C)Cc1nnc(NC(=O)CSc2nc(O)c(Cc3ccccc3)c(=O)[nH]2)s1 | 18 | -6 | 26 | 1.7 | 3 | 6 | 4 | -1 | -2
CCOC(=O)c1ccc(COC(=O)CCc2nc3ccccc3[nH]c2=O)o1 | 2 | -11 | 20&9 | -0.2 | -1 | 6&14 | -70 | -5 | 5
Cc1nn(-c2ccc(F)cc2)c(C)c1/C=C/C(=O)N1CCNC(=O)C1 | 27 | -1 | -8 | 0.0 | 15 | 6 | 12 | -3 | 4
COc1ccc(N2CCN(C(=O)CN3C(=O)C4CC=CCC4C3=O)CC2)cc1 (stereo not given) | 2 | 4 | 7 | 1.3 | -4 | 12 | 8 | 3 | -3[fluorescence artefact?]
Cc1cc2c(cc1C)NC1(C(=O)Nc3ccccc31)C1=C(CC(C)(C)CC1=O)N2 (stereo not given) | -3 | -40 | 18 | 1.4 | -3 | 8 | -2 | 3 | 4
O=C(NCc1cccnc1)c1cc([N+](=O)[O-])ccc1N1CCOCC1 | 14 | -6 | 2 | 14 | 3 | 4 | -4 | -3 | -7
CCn1ccnc1C(O)c1cccc(OC)c1 (stereo not given) | -2 | 3 | -10 | 0.7 | 7 | 4 | 0 | -3[fluorescence artefact?] | -9
COc1ccc(-c2ccc(C#N)c(SCC(=O)NCCc3ccccc3)n2)cc1OC | 1 | -6 | 20 | -0.9 | -3 | 5 | -354 | 2 | 3
CC(C)(C)NC(=O)c1cccc(NC(=O)c2ccc(NC(=O)c3ccco3)cc2)c1 | 8 | -3 | -16 | 19 | -4 | 10 | 24 | 2 | -12
Fc1ccccc1Cc1noc(CN2CCC(OCc3cccnc3)CC2)n1 | 15 | -2 | -15 | 0.8 | -2 | 11 | 22 | -1 | -4
CCCCCCSc1nsc(NC(C)=O)n1 | 1 | -3 | 32 | 1.1 | 1 | -12 | 11 | -2 | 5
CCCCCN=CC1=C(O)CC(c2ccccc2)CC1=O (stereo not given) | 12 | -5 | 8 | 0.2 | . | 9 | 8 | 2 | -5
CCOCCn1c(CN2CCN(C)CC2)nc2c1c(=O)n(C)c(=O)n2C | 21 | -9 | 25 | 0.3 | -3 | 10 | -9 | 90* | -4
COC(=O)C1=C(C)N(C)C(C)=C(C(=O)OC)C1c1ccccc1C | -2 | -6 | 39 | -0.2 | 20 | 10 | -17 | -7 | -20[fluorescence artefact?]
CC(=O)c1ccc(NC(=O)c2cnn3c(C(F)F)cc(C4CC4)nc23)cc1 | 27 | -15 | . | 1.2 | -1 | 5 | . | . | .
COc1ccc(/C=C/C(=O)Nc2ccccc2C(F)(F)F)cc1OC | 2 | -1 | -22 | 0.5 | . | . | -30 | 0 | -19
O=C(COc1ccc(Cl)cc1Cl)NC(=S)Nc1ccc(CN2CCOCC2)cc1 | 35 | -16 | -46 | 0.0 | 6 | 16 | -5 | 0 | 1
NC(=O)C1CCN(C(=O)C2CCN(S(=O)(=O)c3ccccc3)CC2)CC1 | 6 | 6 | -6&-13 | 0.2 | 0 | 6&12 | 6 | 0 | -3
COc1cc2c(cc1O)C(Cc1ccc(O)cc1)NCC2 (stereo not given) | 1 | -8 | 13 | 3.1 | 6 | 10 | -13 | 2 | -12
O=C(CC(=O)c1ccccc1)Nc1cccnc1Cl | -1 | -7 | 0 | 0.0 | -2 | 7 | -9 | 12 | -17
CSc1nc2ccc(Nc3nc(N4CCOCC4)nc(N4CCOCC4)n3)cc2s1 | 0 | -24 | -1 | 84* | -7 | 6 | -39 | -1[fluorescence artefact?] | 6
CCCc1ccc(OCc2ccc(C(=O)O)o2)c(OC)c1 | -1 | -2 | 23 | 0.0 | -2 | 15 | -13 | -2 | -1

Results in 14-3-3 Bad inh and L929 necroptosis (two entries from above):
mol,14-3-3 Bad inh,L929 necroptosis
COc1ccc(-c2ccc(C#N)c(SCC(=O)NCCc3ccccc3)n2)cc1OC,3,-0.9
CC(C)(C)NC(=O)c1cccc(NC(=O)c2ccc(NC(=O)c3ccco3)cc2)c1,-12,19

More structures follow:
SMILES | Hck Nef HTS | TbHK1 inh | EP2 mod | L929 necroptosis | Rad51 HR inh | PGE2 EP2 inh | m-calpain inh | eIF4E-4G inh | 14-3-3 Bad inh
CCS(=O)(=O)N1CCN(c2ccc([N+](=O)[O-])c(NC(C)c3ccccc3)c2)CC1 (stereo not given) | -2 | -6 | -3 | -0.7 | 8 | 7 | 35 | -4 | -2
COC(=O)c1c(NC(=O)COc2ncnc3ccccc23)sc(C)c1C | 2 | -7 | 14 | 0.3 | -5 | 12 | -14 | 0[fluorescence artefact?] | -1
COc1ccc(C(=O)Nc2ccc(-c3cn4ccsc4n3)cc2)cc1S(=O)(=O)N1CCOCC1 | 0 | 19 | -51 | 4.5 | -2 | 20 | -149 | -6 | -8
CCn1c(=O)cc(OCC(=O)Nc2ccc(OC)c(OC)c2)c2ccccc21 | 2 | 2 | -23 | -0.2 | 7 | 4 | 8 | 1 | -5
COCC(=O)Nc1ccc(F)cc1 | 15 | -9 | 12 | 2.2 | 4 | 1 | -27 | 2 | -8
N=c1n(CC(=O)c2ccc(Br)s2)c2ccccc2n1Cc1ccccc1 | 14 | 19 | -7 | -2.0 | . | 10 | 10 | 0 | -8
O=c1[nH]c(/C=C2\C=Nc3ccccc32)c(O)n1Cc1ccccc1F | 17 | -3 | -57 | 11 | -7 | 5 | -15 | 1 | -3
COc1cc(/C=N/NC(=O)c2ccccc2O)ccc1OC(=O)CC1SC(=O)NC1=O (stereo not given) | -1 | -46 | -27 | 0.0 | -4 | 12 | -1 | -2 | -1
C/C(CCc1ccc2c(c1)OCO2)=N\N=C(/N)SC1CC(=O)N(c2ccccc2F)C1=O (stereo not given) | 0 | 3 | -23 | 0.1 | 31 | 14 | -18 | -2 | 9
Cc1cccc(N2CCN(CC(=O)Nc3nccs3)CC2)c1C | 3 | -7 | -18&-20 | -0.2 | -8 | 8&5 | 8 | 5 | -5
COC(=O)c1cccnc1NC(=S)NNC(=O)c1ccccc1 | 2 | -13 | -18 | -0.6 | 9 | 10 | 8 | 13 | -16
Cc1ccc(S(=O)(=O)N(CC#N)CC#N)cc1 | 19 | -6 | 13 | 11 | 2 | 15 | -21 | 0 | 4
CCOC(=O)C1=C(CNCc2ccc(F)cc2)NC(=O)NC1c1cccc([N+](=O)[O-])c1 (stereo not given) | 6 | 5 | -37 | -1.5 | -3 | 8 | 35 | 1 | -1
O=C(Nc1cccc(S(=O)(=O)N2CCOCC2)c1)c1ccc(Cl)c([N+](=O)[O-])c1 | 8 | 7 | -81 | -0.8 | . | 4 | 19 | 2 | 5
COc1cc(/C=N/NC(N)=S)ccc1OCC(=O)Nc1ccc(C)c(C)c1 | -15 | -9 | -14 | 0.4 | -3 | 12 | -43 | -1 | -7
S=c1[nH]nc(-c2ccccc2)n1Cc1ccccc1 | 2 | 2 | 14 | 2.1 | -6 | 17 | -25 | 4[fluorescence artefact?] | -2[fluorescence artefact?]
COc1ccccc1NC(=O)NCCc1c[nH]c2ccccc12 | 16 | -3 | -35 | 0.8 | -10 | 9 | -10 | 6 | -4
COC(=O)CN(c1ccc2c(c1)OCCO2)S(=O)(=O)c1ccccc1 | -1 | 6 | 12 | 0.3 | -15 | 8 | 4 | 11[fluorescence artefact?] | -4[fluorescence artefact?]
O=C(NCCCn1ccnc1)c1ccc(S(=O)(=O)N2CCCCCC2)cc1 | 0 | -7 | -33 | 0.2 | 6 | 13 | 5 | 1 | 9
O=C(CC1(O)C(=O)N(C/C=C/c2ccccc2)c2ccccc21)c1ccccn1 (stereo not given) | -5 | 1 | -21 | -1.6 | 1 | 7 | 17 | 2 | 11
CC(C)CNC(=O)COC(=O)/C=C/c1ccccc1[N+](=O)[O-] | 3 | -3 | 17 | -0.5 | . | . | 17 | 13[fluorescence artefact?] | -4
Cc1nonc1CC(=O)N1CCc2c([nH]c3ccccc23)C1c1ccccc1F (stereo not given) | 10 | 0 | -1 | 1.6 | -76 | 6 | -17 | 3 | 0
O=C(Nc1sc2c(c1C(=O)NCc1cccnc1)CCCC2)c1ccco1 | 11 | -15 | 38 | -0.9 | 0 | 6 | -288 | 7 | -16
CCC(=O)NCCCNc1nc2c(C)cccc2cc1C#N | 44 | 0 | 0 | 3.7 | 8 | 5 | -306 | -2 | -20
CCc1ccc(CNc2ccc(O)cc2)cc1 | 9 | -3 | -5 | -0.1 | 6 | 7 | -28 | 10[fluorescence artefact?] | 11
SMILES | Hck Nef HTS | TbHK1 inh | EP2 mod | L929 necroptosis | Rad51 HR inh | PGE2 EP2 inh | m-calpain inh | eIF4E-4G inh | 14-3-3 Bad inh
CCOc1ccc(-n2c(=O)c3sccc3n(CC(=O)Nc3cccc(OC)c3)c2=O)cc1 | 25 | -4 | -13 | -0.8 | -105 | 8 | -14 | 2 | -5
N#Cc1c(N2CCOCC2)nsc1-c1ccc(C(F)(F)F)cc1 | 3 | -6 | 5 | 5.7 | 13 | 22 | -9 | -7 | -9
CCn1c2ccccc2c2cc(N=C3SC(CC(=O)Nc4ccccc4OC)C(=O)N3CCOC)ccc21 (stereo not given) | 3 | -20 | -52 | 1.5 | 0 | 3 | -48 | 23 | -6
CCOc1ccc(CNC(=O)C2CCN(S(=O)(=O)N3CCCC3)CC2)cc1OC | 0 | 49 | 12 | 1.7 | 1 | 5 | -8 | -5 | 11
CCn1c(SCC(=O)N/N=C/c2ccncc2)nc2ccccc21 | 7 | 2 | -14 | 1.1 | -26 | 4 | 17 | 0 | 1
CC(NC(=S)Nc1c(Cl)cccc1OC(F)F)C(C)(C)C (stereo not given) | 0 | -4 | 6 | -0.1 | 8 | 8 | 9 | -5 | -8
CCOC(=O)c1c(C)[nH]c(C)c1C(=O)COC(=O)c1cc2ccccc2cc1O | 2 | -8 | 3 | 0.1 | -2 | 13 | -24 | 3[fluorescence artefact?] | 1
Cc1ccc(SCCC(=O)Nc2cccc(N(C)S(C)(=O)=O)c2)cc1 | 1 | -4 | -48 | 26 | 4 | 7 | 3 | -3[fluorescence artefact?] | 19[fluorescence artefact?]
Cc1ccc(C)c(NC(=S)Nc2ncccc2C)c1 | 2 | -5 | 28 | -2.1 | . | 5 | -9 | 1 | -3

Printed as active in eIF4E-4G inh, among the entries above:
smiles | Hck Nef HTS | TbHK1 inh | EP2 mod | Rad51 HR inh | m-calpain inh | eIF4E-4G inh | 14-3-3 Bad inh
CCOCCn1c(CN2CCN(C)CC2)nc2c1c(=O)n(C)c(=O)n2C | 21 | -9 | 25 | -3 | -9 | 90* | -4
